HT1080NT lethal – kills 2HG-producing HT-1080-NT fibrosarcoma cells | Potency, µM (series often up to 46.1 µM), for inactives: at the highest dose activity, negative = less viability, actives largely listed as cytotoxic | HT-1080-NT fibrosarcoma viability, CellTiter-Glo ATP luminescence, 48 h | 360,000 tested, 1.6% active;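 note: NT is the 2HG producing partner of a matched IDH1 knockdown line; 0% = DMSO-treated cells and -100% = media-only wells without cells; nearly all actives have a fitted effect of over 55% in size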
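Compounds were tested in concentration-response format on HT-1080-NT cells for 48 hours at 37 degrees C. Cell viability came from CellTiter-Glo luminescence; curves were classified by r2, response magnitude and activity.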
GLP-1R inv ag – inverse agonists of human GLP-1 receptor; P43220; HEK293 GLP-1R CRE-luciferase, luminescence, 24 h; GLP-1R form is constitutively active; Potency, µM (doses to about 38.3 µM), for inactives: at the top dose activity change, negative = inhibition, most hits filed as inhibitors; 410,000 tested, 1.6% active; AID 624417; note: % is set by controls: 0 for no effect and ±100 for the full control effect; nearly all actives have a fitted effect of over 55% in size
Target sequence (P43220 whole entry, looked up): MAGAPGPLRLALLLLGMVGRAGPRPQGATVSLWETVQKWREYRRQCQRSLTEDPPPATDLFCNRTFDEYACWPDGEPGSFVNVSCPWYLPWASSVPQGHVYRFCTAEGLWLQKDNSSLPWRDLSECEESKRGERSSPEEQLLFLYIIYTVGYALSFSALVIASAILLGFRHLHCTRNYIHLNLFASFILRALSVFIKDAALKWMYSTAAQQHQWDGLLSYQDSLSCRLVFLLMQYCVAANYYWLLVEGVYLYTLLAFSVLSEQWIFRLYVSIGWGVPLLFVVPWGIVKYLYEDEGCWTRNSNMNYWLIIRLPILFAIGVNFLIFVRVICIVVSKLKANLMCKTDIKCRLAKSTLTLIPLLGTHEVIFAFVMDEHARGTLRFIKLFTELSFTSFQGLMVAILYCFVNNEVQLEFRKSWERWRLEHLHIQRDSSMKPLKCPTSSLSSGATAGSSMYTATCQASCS
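Using stably transfected HEK293 (constitutively active GLP-1R, cAMP-luciferase reporter), compounds were incubated 24 hr and luciferase measured by luminescence.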
GLP-1R agonist – activates the human GLP-1 receptor; HEK293 GLP-1R CRE-luciferase, luminescence, 4-6 h; cells express a hypersensitive GLP-1R form; Potency, µM (series often up to 45.6 µM), for the others: top-dose activation, hits mostly activators; 380,000 tested, 0.007% active; AID 624172; note: % of control where 0% means no effect
KB-V1 cytotox – KB-V1 MDR subline cytotoxicity; AID 1347076; Potency, µM (doses to about 46.1 µM), inactives show at the top dose activity change, negative = cytotoxicity, actives largely listed as cytotoxic; KB-V1 MDR cells viability, CellTiter-Glo, 72 h; 400,000 tested, 3.4% active; note: % is set by controls: 0 for no effect and ±100 for the full control effect; nearly all actives have a fitted effect of over 60% in size
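Cytotoxicity toward P-gp-expressing KB-V1 cells was determined as loss of CellTiter-Glo luminescence after 72 h at 37 degrees C. Compounds were tested in quantitative HTS format across a concentration range, with curves fitted to normalized data.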
TDP43 rescue – rescues yeast growth from TDP-43 toxicity; 410,000 tested, 1.8% active; AID 652104; TDP-43 expressing yeast growth rescue, BacTiter-Glo, 24 h; Potency, µM (highest dose often 46.1 µM), inactives show at the highest dose growth rescue (activation), actives largely listed as activators; note: % of control where 0% means no effect; nearly all actives have a fitted effect of over 50% in size
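Yeast expressing TDP-43 (pregrown in raffinose, seeded at OD600=0.02 in galactose medium) exposed to compounds 24 hr at 30 deg C. Growth read by BacTiter-Glo luminescence; rescue of toxicity appears as increased signal.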
GLP1R cytotox – cytotoxic in the GLP-1 receptor inverse agonist counter-screen | HEK293 cAMP-luciferase reporter cells, luminescence, 24 h | Potency, µM (series often up to 38.3 µM), for inactives: at the highest dose activity change, negative = inhibition, most hits filed as inhibitors | 410,000 tested, 0.13% active;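 note: loss of luciferase light is scored as toxicity; % is set by controls: 0 for no effect and ±100 for the full control effect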
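A 23 nL compound transfer followed 12 hours of cell culture at 37 deg C; exposure then lasted 24 hr. Luciferase assay detection reagent was dispensed and plates read for luminescence after a 12 min room-temperature wait.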
SW480 rerep – inducers of DNA re-replication in SW480 colon cancer cells; SW480 DNA re-replication, Hoechst DNA content imaging, 48 h; Potency, µM (doses to about 46.1 µM), for inactives: top-dose re-replication activation, actives largely listed as activators; 340,000 tested, 1.8% active; AID 624297; note: % of control where 0% means no effect; nearly all actives have a fitted effect of over 55% in size
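250 cells/well; 23 nL cpd via pin tool; 48 hr, 37 C, 5% CO2; Hoechst 40 min; imager read of total nuclear intensity, ex 405/em 500-530 nm.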
HT1080 IDH1KD tx – toxicity to HT-1080 IDH1 knockdown cells (counter line). HT-1080 IDH1 knockdown viability, ATP luminescence, 48 h. 360,000 tested, 2% active. Potency, µM (titrated, usually from 46.1 µM), for the others: at the highest dose activity, negative = toxicity, hits mostly cytotoxic;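 note: 0% = DMSO wells and -100% = cell-free medium wells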
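Viability of IDH1-knockdown HT-1080 fibrosarcoma cells was assessed by CellTiter-Glo after 48 h at 37 °C with titrated compound; concentration-effect curves were classified by fit quality and response size.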
KB-3-1 cytotox – KB-3-1 parental cell cytotoxicity; KB-3-1 viability, CellTiter-Glo ATP luminescence, 72 h; Potency, µM (series often up to 46.1 µM), inactives show at the highest dose activity change, negative = cytotoxic, most hits filed as cytotoxic; 400,000 tested, 1.4% active; note: % is set by controls: 0 for no effect and ±100 for the full control effect; nearly all actives have a fitted effect of over 60% in size
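Using CellTiter-Glo luminescence, growth of non-resistant KB-3-1 adenocarcinoma cells is assessed 72 h after pin-tool compound addition at 37 °C. Normalized responses across the concentration series yield fitted curves.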
Active calls of the source: *; ? = inconclusive; . = not tested or not shown; & = joins results of further samples; ! = not active in a repeat; [ ] = another dose, or the depositor's remark. Calls come from the whole dose curve; as a rule, active = well fitted curve in the direction sought with a large enough effect; inconclusive = small, poorly fitted or top-dose-only effect, or another doubt; inactive = no such curve, though single readings can be large; an effect the other way counts as inactive or inconclusive. Potency is the fitted concentration of half-maximal effect. Not all compounds are listed, so the mix of outcomes need not match the whole.

1) COC(=O)C1=C(c2cc3ccccc3s2)C[C@@H]2CC[C@H]1N2C(=O)NCc1cccc2ccccc12
2) COc1cc(OC)c(OC)cc1CNC(C)C(O)c1ccccc1 (stereo unspecified)
3) CC(=O)NC1C(OC(=O)Cc2ccccc2)OC(COC(C)=O)C(OC(C)=O)C1OC(C)=O (stereo unspecified)
4) CC(C)OP(=O)(OC(C)C)C(Nc1ccccc1)c1cccc2c1OCO2 (stereo unspecified)
5) COc1ccc(/C=C2/SC(=S)N(CCCC(=O)N3CCN(C)CC3)C2=O)cc1
6) CC(C)(C)n1nnnc1C(c1cccc2ccccc12)N1CCC2(CC1)C(=O)NCN2c1ccccc1 (stereo unspecified)
7) Cc1ccccc1CN1CCc2nc(N3CCN(c4ccccn4)CC3)ncc2C1
8) O=C(Nc1ncc2c(n1)-c1ccccc1CC2)c1cccc(Cl)c1

compound no.	1	2	3	4	5	6	7	8
HT1080 IDH1KD tx	-1%	13%	0%	-2%	-29%	?	.	?
HT1080NT lethal	-5%	-1%	0%	2%	-3%	?	.	?
TDP43 rescue	-4%	12%	-14%	-1%	-21%	16%	10%	13µM*
GLP-1R inv ag	?	1%	67%[activator]	?	?	20%	?	?
SW480 rerep	-3%	1%	?	6%	-2%	.	.	?
GLP1R cytotox	10%	-4%	-10%	2%	?	3%	-12%	?
KB-3-1 cytotox	?	-2%	10%	0%	?	?	-8%	10µM*
KB-V1 cytotox	2%	-5%	-8%	?	?	?	?	?
GLP-1R agonist	2%	4%	0%	-1%	-7%	10%	.	1%

9) COc1ccc(NC(=O)CCc2nc(C3=CCN(Cc4cccc(C)c4)CC3)no2)c(OC)c1
10) C[C@H](CO)N1C[C@H](C)[C@@H](CN(C)C(=O)Oc2cccc3ccccc23)OCc2cn(nn2)CCCC1=O
11) CCOC(=O)c1c(N)n(CCN2CCOCC2)c2nc3ccccc3nc12
12) CC1C(c2cccs2)=[N+]([O-])C(C)(C(=O)c2cccs2)N1O (stereo unspecified)
13) O=C(COc1ccc2ccccc2c1)N1CCN(CC2CC3C=CC2C3)CC1 (stereo unspecified)
14) CCCCn1c(=O)c(C=Nc2cc([N+](=O)[O-])ccc2OC)c(O)n(CCCCl)c1=O
15) Cc1ccc(-n2c(/C=C/c3ccccc3)nc3ccccc3c2=O)cc1Cl
16) O=C(CCc1ccccc1)N1C[C@H]2C[C@@H](C1)c1cccc(=O)n1C2

compound no.	9	10	11	12	13	14	15	16
HT1080 IDH1KD tx	.	-2%	10%	3%	-15%	-9%	.	4%
HT1080NT lethal	.	-4%	8%	0%	-15%	-5%	.	3%
TDP43 rescue	11%	17%	-8%	0%	-11%	8%	?	6%
GLP-1R inv ag	18%	1%	1%	-2%	8.9µM*	20%	?	10%
SW480 rerep	.	.	-5%	-1%	0%	-5%	.	-1%
GLP1R cytotox	5%	4%	48%[activator]	-1%	-2%	7%	-13%	8%
KB-3-1 cytotox	-8%	13%	5%	1%	3%	-3%	-19%	0%
KB-V1 cytotox	-17%	-6%	3%	-20%	-29%	-7%	0%	0%
GLP-1R agonist	.	10%	-3%	1%	-1%	8%	.	0%

17) Nc1ccccc1C(=O)OCC(=O)Nc1ccc(Br)cc1F
18) CCOC(=O)c1cccc(C2=C(CNC(C)=O)[C@H]3CC[C@@H](C2)N3Cc2ccccc2)c1
19) COC(/C(C)=C/C=C/C(C)=C/c1coc(C)n1)C(C)C1CC(O)C2(C)OC2C=CC(C)C2CC(CC(=O)O2)CC2OC2C(=O)O1 (stereo unspecified)
20) C[C@@H]1O[C@@H](O[C@H]2C[C@@H](O)[C@]3(CO)[C@@H]4C(CC[C@]3(O)C2)[C@@]2(O)CC[C@H](C3COC(=O)C3)[C@@]2(C)C[C@H]4O)[C@H](O)[C@H](O)[C@H]1O (stereo partly specified)
21) NCCCN1CCN(c2ccccc2)CC1
22) COc1ccc(N(C)S(=O)(=O)c2cccc(C(=O)Nc3nc4ccccc4[nH]3)c2)cc1
23) COC(=O)C1=C(c2ccccc2)C[C@@H]2CC[C@H]1N2C(=O)NC(C)C
24) CCCCOC(=O)n1c(=O)oc2ccccc21

compound no.	17	18	19	20	21	22	23	24
HT1080 IDH1KD tx	1%	-2%	?	1.3µM*	4%	?	6%	2%
HT1080NT lethal	9%	-3%	0.013µM*	5.2µM*	-26%	-22%	6%	9%
TDP43 rescue	-24%	23%	27%	11%	-14%	19%	6%	5%
GLP-1R inv ag	11%	-4%	-56%	1µM*	-21%	?	-3%	50%[activator]
SW480 rerep	0%	.	?	?	-2%	?	65%	?
GLP1R cytotox	-3%	1%	-7%	?	-9%	?	3%	-1%
KB-3-1 cytotox	0%	14%	?	1.2µM*	1%	?	2%	4%
KB-V1 cytotox	7%	3%	-53%	1.8µM*	10%	16µM*	2%	25%
GLP-1R agonist	3%	7%	-3%	-10%	15%	-9%	3%	33%

25) CN1C(=O)C(=Cc2ccc(OCC(=O)Nc3ccccc3)cc2)C(=O)N(C)C1=O
26) CC(C)c1ccc(N2C(=O)NC(=O)/C(=C/C=C/c3ccco3)C2=O)cc1
27) Cc1cc(OCC(=O)NC2CCS(=O)(=O)C2)c2c3c(c(=O)oc2c1)CCC3 (stereo unspecified)
28) CCN1C(=O)/C(=C/c2ccc(N(CC)CC)cc2OC)C(=O)NC1=S
29) CCCCn1nnnc1C(CCSC)N1CCC2(CC1)C(=O)NCN2c1ccccc1 (stereo unspecified)
30) CCCC1=C(C(=O)OCC)C2(C(=O)Nc3ccc(C)cc32)C(C#N)=C(N)O1 (stereo unspecified)
31) CCN1CCN(Cc2ccc(NC(=O)c3cc(NC(=O)c4cncc(-c5cccs5)c4)cc(OC)c3)cc2C(F)(F)F)CC1
32) O=C(NCC1=C(c2ccc3ccccc3c2)C[C@@H]2CC[C@H]1N2Cc1ccco1)c1ccncc1

compound no.	25	26	27	28	29	30	31	32
HT1080 IDH1KD tx	-5%	?	-19%	-1%	3%	10%	18µM*	-17%
HT1080NT lethal	-1%	21%	2%	-1%	0%	5%	?	-5%
TDP43 rescue	-3%	0%	5%	-6%	6%	20%	20%&0%	19%
GLP-1R inv ag	10%	1%	2%	-15%	-1%	-26%	?	?
SW480 rerep	5%	?	1%	0%	.	0%	?	.
GLP1R cytotox	-7%	-8%	0%	-5%	-20%	2%	?	2%
KB-3-1 cytotox	.	15µM*	-2%	-2%	0%	1%	?	11%
KB-V1 cytotox	.	?	?	-22%	10%	-13%	18µM*!	0%
GLP-1R agonist	6%	2%	1%	-4%	7%	-3%	3%&3%	-1%

33) CN/C=C(/Cl)P(=O)(OC(C)C)OC(C)C
34) CC(=O)c1ccc2c(c1)C1C(Cl)C(Sc3ccccc3[N+](=O)[O-])CC1C(c1ccccc1)N2 (stereo unspecified)
35) CCC(CO)Oc1cc(NCc2cccc(O)c2)c2ncn(C(C)C)c2c1 (stereo unspecified)
36) Cc1ccccc1CC(=O)N(CCN(C)C)CC1CCCN(Cc2ccccc2F)C1 (stereo unspecified)
37) O=C(NC1CCCCC1)N1C[C@H]2C[C@@H](C1)c1cccc(=O)n1C2
38) COc1ccc(CCN(C)Cc2ccncc2)cc1OC
39) CN1CCN(c2ccc(NC(=S)NC(=O)/C=C/c3ccco3)cc2)CC1
40) CCOC(=O)C1=C(O)/C(=C/c2ccc(-c3ccccc3C(=O)O)o2)SC1=Nc1ccc(C)cc1

compound no.	33	34	35	36	37	38	39	40
HT1080 IDH1KD tx	14%	-21%	16%	-27%	23%	12%	?	-26%
HT1080NT lethal	9%	-24%	16%	-30%	0%	18%	?	-1%
TDP43 rescue	-13%	-4%	2%	2%	2%	-10%	-18%	7%
GLP-1R inv ag	3%	-12%	26%	?	7%	7%	155%[activator]	41%[activator]
SW480 rerep	-7%	-3%	-10%	3%	-6%	-10%	-1%	?
GLP1R cytotox	-8%	8%	?	?	2%	-14%	?	64%[activator]
KB-3-1 cytotox	-7%	-19%	13%	-20%	8%	0%	?	-16%
KB-V1 cytotox	19%	?	4%	?	15%	?	-5%	1%
GLP-1R agonist	-1%	1%	14%	1%	4%	6%	11%	-1%

41) Cc1ccc(-n2c(O)c(/C=C3/C(c4ccccc4)=Nc4ccccc43)c(=O)[nH]c2=O)cc1
42) Fc1cccc(CCNCc2ccccn2)c1
43) O=C(NCc1ccco1)c1cc2cc3ccc(Cl)cc3nc2o1
44) COc1ccc2c3c([nH]c2c1)C(C)NCC3 (stereo unspecified)

compound no.	41	42	43	44
HT1080 IDH1KD tx	?	5%	?	-1%
HT1080NT lethal	7.3µM*	-1%	?	-5%
TDP43 rescue	12%	2%	-10%	5%
GLP-1R inv ag	?	7%	-25%	-21%
SW480 rerep	3.7µM*	-7%	?	-3%
GLP1R cytotox	?	11%	?	-8%
KB-3-1 cytotox	3.7µM*	4%	-9%	0%
KB-V1 cytotox	?	0%	-8%	10%
GLP-1R agonist	-7%	5%	-13%	-5%

Some of these compounds in order of molar mass, low to high.
38) COc1ccc(CCN(C)Cc2ccncc2)cc1OC
43) O=C(NCc1ccco1)c1cc2cc3ccc(Cl)cc3nc2o1
39) CN1CCN(c2ccc(NC(=S)NC(=O)/C=C/c3ccco3)cc2)CC1
41) Cc1ccc(-n2c(O)c(/C=C3/C(c4ccccc4)=Nc4ccccc43)c(=O)[nH]c2=O)cc1
36) Cc1ccccc1CC(=O)N(CCN(C)C)CC1CCCN(Cc2ccccc2F)C1 (stereo unspecified)
40) CCOC(=O)C1=C(O)/C(=C/c2ccc(-c3ccccc3C(=O)O)o2)SC1=Nc1ccc(C)cc1

compound no.	38	43	39	41	36	40
HT1080 IDH1KD tx	12%	?	?	?	-27%	-26%
HT1080NT lethal	18%	?	?	7.3µM*	-30%	-1%
TDP43 rescue	-10%	-10%	-18%	12%	2%	7%
GLP-1R inv ag	7%	-25%	155%[activator]	?	?	41%[activator]
SW480 rerep	-10%	?	-1%	3.7µM*	3%	?
GLP1R cytotox	-14%	?	?	?	?	64%[activator]
KB-3-1 cytotox	0%	-9%	?	3.7µM*	-20%	-16%
KB-V1 cytotox	?	-8%	-5%	?	?	1%
GLP-1R agonist	6%	-13%	11%	-7%	1%	-1%

Screening data deposited in PubChem BioAssay by National Center for Advancing Translational Sciences (NCATS).
